Source: PubChem BioAssay
p53 reactivation – mutant p53 re-activation in reporter cells | H1299 p53-A138V BP100-luciferase reporter, luminescence, 24 h | Potency, µM (top dose mostly 92.2 µM), inactives show at the top dose activity change, positive = activation, hits mostly activators | 320,000 compounds, 0.063% hits | AID 504706; also: potency is read from the fitted curve at half-maximal effect; % of control where 0% means no effect; nearly all actives have a fitted effect of over 45% in size
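H1299 (p53-null), stable ts p53-A138V + BP100-Luc; 1000 cells/well, Opti-MEM/10% FBS; cpd 4 pt, 1:5; 24 h, 37 deg C, 5% CO2; detection reagent 10 min RT; luminescence.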
TCR act – T cell receptor activation | primary human leukocytes, anti-CD3, IL-2 HTRF, 48 h | AID 504894 | 330,000 tested, under 10 active | Potency, µM (titrated, usually from 9.22 µM), for the others: at the top dose activation of IL-2 secretion, usual class: activators; also: % of control where 0% means no effect
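TCR engagement came from a-CD3 beads alone, with compounds added to primary human leukocytes for 48 hr. Secreted IL-2 bridged europium cryptate- and d2-labelled anti-IL-2 antibodies, giving FRET emission at 665nm after 320nm excitation.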
ELG1 DNA repair – blocks ELG1-dependent DNA repair in HEK293T cells; 330,000 compounds, 2.3% hits; AID 504467; Potency, µM (top dose mostly 46.1 µM), inactives show top-dose activity change, negative = inhibition, actives largely listed as inhibitors; HEK293T ELG1-luciferase reporter, luminescence, 16 h; DNA damage induced by 5-fluorouridine; also: potency is read from the fitted curve at half-maximal effect; % is scaled to controls: 0 for no effect and ±100 for the full control effect; nearly all actives have a fitted effect of over 55% in size
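Reporter activity after DNA damage by 5-fluorouridine is monitored. Compound-treated cells incubate 16 hr at 37 °C, then ONE-Glo is added for 30 min before luminescence reading.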
MLL CXXC-DNA inh – inhibitors of human MLL CXXC domain-DNA interaction; Q03164; MLL-CXXC / FITC-HOXA9 DNA fluorescence polarization; Potency, µM (highest dose often 115 µM), without a hit: at the highest dose activity change, negative = inhibition, usual class: inhibitors; 290,000 compounds, 0.037% hits; AID 2662; active = well fitted inhibition curve with a large enough effect in the polarisation, with a control signal flat, not every such curve was filed as active; inconclusive = small, poorly fitted or top-dose-only effect, or effect the other way, or a change in a side signal; inactive = no such curve, though single readings can be large or run the other way; the % refers to the polarisation; also: potency is read from the fitted curve at half-maximal effect
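Steps: dispense CXXC domain solution (7 uM) → pin compounds or unlabeled HOX-A9 DNA control → 5 min ambient → add FLSN-HOX-A9 solution (50 nM) → spin → 30 min ambient → fluorescence polarization. Tris pH 7.5/NaCl/DTT/BSA buffer.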
TSG101-PTAP inh – blocks PTAP/TSG101 interaction to inhibit HIV-1 budding; Q99816; Fluorescence polarization, FITC-PTAP peptide / Tsg101 binding; Potency, µM (titrated, usually from 115 µM), inactives show top-dose activity change, negative = inhibition, actives largely listed as inhibitors; 340,000 tested, under 10 active; AID 493005; active = well fitted inhibition curve with a large enough effect in the main read-out, with a control signal flat, not every such curve was filed as active; inconclusive = small, poorly fitted or top-dose-only effect, or effect the other way, or a change in a side signal; inactive = no such curve, though single readings can be large or run the other way; also: potency is read from the fitted curve at half-maximal effect; % of control where 0% means no effect
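Tsg101 binding domain (10 uM final) was mixed with compound and a FITC-labeled PTAP peptide (50 nM final) in HEPES pH 7.5 buffer with NaCl, Tween 20, EDTA and TCEP; fluorescence polarization was read after 20 min at r.t.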
TRPV1 ag – human TRPV1 agonism; TRPV1-expressing cells, Fluo-8 calcium influx, agonist mode; activation, % at 8.33 µM; 320,000 compounds, 0.19% hits; AID 540275; in the data active = activation above about 80%; inconclusive = between about 30% and that limit; also: 0% is about no effect
Target sequence (Q8NER1 whole entry, looked up): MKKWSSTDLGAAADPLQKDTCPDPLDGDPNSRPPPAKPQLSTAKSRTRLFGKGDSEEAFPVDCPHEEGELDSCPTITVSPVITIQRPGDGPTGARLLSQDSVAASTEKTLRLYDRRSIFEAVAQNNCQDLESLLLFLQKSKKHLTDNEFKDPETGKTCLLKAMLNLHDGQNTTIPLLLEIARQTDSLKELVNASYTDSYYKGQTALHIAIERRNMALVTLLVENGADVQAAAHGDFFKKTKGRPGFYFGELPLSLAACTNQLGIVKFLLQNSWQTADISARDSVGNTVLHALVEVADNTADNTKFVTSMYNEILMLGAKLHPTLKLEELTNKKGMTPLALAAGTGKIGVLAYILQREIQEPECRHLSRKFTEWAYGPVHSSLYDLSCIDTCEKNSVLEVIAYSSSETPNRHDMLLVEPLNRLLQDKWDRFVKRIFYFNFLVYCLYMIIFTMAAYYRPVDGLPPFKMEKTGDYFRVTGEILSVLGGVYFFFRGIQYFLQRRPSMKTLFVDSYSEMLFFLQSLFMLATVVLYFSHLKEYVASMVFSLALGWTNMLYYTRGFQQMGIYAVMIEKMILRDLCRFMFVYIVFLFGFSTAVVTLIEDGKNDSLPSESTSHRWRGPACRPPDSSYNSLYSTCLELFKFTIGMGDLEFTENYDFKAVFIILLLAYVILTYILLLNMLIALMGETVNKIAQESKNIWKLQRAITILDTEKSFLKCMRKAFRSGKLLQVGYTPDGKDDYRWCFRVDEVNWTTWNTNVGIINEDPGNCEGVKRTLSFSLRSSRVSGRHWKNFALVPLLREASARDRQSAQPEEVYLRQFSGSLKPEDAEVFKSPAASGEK
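TRPV1-expressing cells were cultured overnight at 35.5C and loaded with Fluo-8 calcium dye for 40 to 90 min at room temperature. After a 10 s baseline, compound was added and calcium influx was read kinetically for 3 min (ex 480/em 520 nm).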
Integrin act MD – activates integrin-mediated alleviation for muscular dystrophy; 350,000 compounds, 0.064% hits; alpha7betagal myoblasts, beta-gal FDG fluorescence, 48 h; Potency, µM (titrated, usually from 38.3 µM), inactives show at the top dose activation, hits mostly activators; AID 624291;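 also: potency is read from the fitted curve at half-maximal effect; 100% = response of the positive control SU9516; nearly all actives have a fitted effect of over 60% in size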
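Alpha7betagal+/- myoblasts (passage 13) were plated 16-24 hr, then exposed to compounds (1:260 dilution of DMSO stock) for 48 hours at 37C. After MPER lysis, β-galactosidase reporter activity was read as FDG fluorescence (ex 480/em 540) after 30 minutes.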
B2AR arrestin – beta2AR (human) beta-arrestin recruitment activity; 330,000 compounds, 0.02% hits; Potency, µM (highest dose often 46.1 µM), without a hit: at the top dose activation, hits mostly activators; beta-arrestin recruitment to beta2AR, cell-based reporter;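 also: potency is read from the fitted curve at half-maximal effect; 0% = DMSO controls and full agonism = EC100 isoproterenol or metaproterenol; nearly all actives have a fitted effect of over 65% in size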
BRCA1 expr up – increases BRCA1 expression. MCF7-BRCA1-FFLuc reporter, luminescence, 48 h; response scale: scaled: vehicle 0%, 10 µM genistein 100%. Potency, µM (titrated, usually from 46.1 µM), for inactives: at the top dose activation, hits mostly activators. 380,000 compounds, 1.1% hits. AID 624202; also: potency is read from the fitted curve at half-maximal effect; nearly all actives have a fitted effect of over 80% in size; some results filed as inactive show a strong effect at the top dose
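Using MCF7 cells harboring a BRCA1 firefly luciferase reporter, plated 2 h before compound pinning, the screen measured luminescence after 48 h incubation. Responses were normalized to DMSO and 10 microM genistein, then fitted for concentration-effect.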
A-T KAP1 phos – potential ataxia-telangiectasia treatment; […] A-T fibroblasts, KAP-1 phosphorylation AlphaLISA; neocarzinostatin DNA damage 30 min before lysis; Potency, µM (top dose mostly 57.5 µM), for the others: at the highest dose activation, most hits filed as activators; 320,000 compounds, 0.19% hits; AID 485349; also: potency is read from the fitted curve at half-maximal effect; % of control where 0% means no effect; nearly all actives have a fitted effect of over 45% in size
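hTERT-immortalized A-T patient fibroblasts ([…]), 500 cells/well in OPTI-MEM, 1% FBS, got compounds for 60 min, then NCS for 30 min at 37C. Lysates were then assayed for phospho-KAP-1 by AlphaLISA (anti-pKAP1 donor, anti-KAP1 acceptor beads), 6 hr at 25C.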
The depositor's hits bear a star; ? = inconclusive; . = no result given; & = joins results of further samples; [ ] = remark or other dose. Unless noted, calls follow the shape of the dose curve; as a rule, active = well fitted curve in the direction sought with a large enough effect; inconclusive = small, poorly fitted or top-dose-only effect, or another doubt; inactive = no such curve, though single readings can be large; an effect the other way counts as inactive or inconclusive.

SMILES | p53 reactivation | TCR act | ELG1 DNA repair | MLL CXXC-DNA inh | TSG101-PTAP inh | TRPV1 ag | Integrin act MD | B2AR arrestin | BRCA1 expr up | A-T KAP1 phos
Cc1cc(C)nc(NCC(O)CNc2ccccc2Cl)n1 (configuration not stated) | -4% | -5%[46.1 µM] | ? | 5% | -2% | -4 | -24% | 2.4% | -56% | 0%
COc1ccccc1CN1CCC(CNS(=O)(=O)c2cc(-c3cc(C)no3)ccc2OC)CC1 | -3% | 4% | 0% | 8% | -2% | 4 | -26% | 0.4% | -1% | 9%
O=C(NN=Cc1ccc2c(c1)OCO2)c1ccccc1 | . | 12% | . | . | -6% | . | 2% | . | ? | .
COc1ccc(C)cc1NS(=O)(=O)c1ccc(Cl)nc1 | 3% | 3% | 1% | . | -6% | 1 | 7% | 0.4% | -2% | -2%
COc1cccc(NC(=O)CSc2nc3ccsc3c(=O)n2-c2ccc(C(=O)O)cc2)c1 | -1% | -1% | -10% | -8% | 0% | 1 | -14% | -0.2% | -19% | 8%
Cc1ccc([C@H]2C(C(=O)O)=CC[C@@H](c3ccc(C)cc3)N2S(=O)(=O)c2ccc(C)cc2)cc1 | -5% | -1% | 4% | . | -5% | . | 9% | -0.9% | -11% | 5%
CN(C(=O)/C=C/c1ccc2c(c1)OCO2)c1ccccc1 | 26% | . | ? | 3% | -2% | ? | -14% | 0.0% | 3.2µM* | 1%
CCC(C)NC(=O)c1cn(CC)c2cc(N3CCN(C)CC3)c(F)cc2c1=O (configuration not stated) | 4% | -5% | -7% | -14% | 0% | 3 | -10% | -0.1% | -19% | -8%
C[C@H](CO)N1C[C@H](C)[C@@H](CN(C)S(C)(=O)=O)Oc2c(NC(=O)Nc3ccccc3)cccc2C1=O | 5% | -21% | 5% | . | -5% | . | -3% | -0.1% | 2% | -1%
Cc1ccsc1CN(C)CC(=O)Nc1ccc([N+](=O)[O-])cc1Cl | 11% | -9% | -2% | 0% | -3% | 6 | ? | -0.8% | 11% | 13%
O=C(CN1CCN(Cc2ccccc2)CC1)Nc1ccccc1 | 14% | 8% | 3% | -3% | -6% | 2 | -17% | -0.5% | -11% | 6%
O=C1C(=O)N(Cc2cccc([N+](=O)[O-])c2)c2ccccc21 | 30% | -1%[46.1 µM] | -14% | 2% | -4% | -2 | -50%[inhibitor] | -0.6% | -20% | -1%
COc1ccc(-c2cc(-c3cccs3)c(C#N)c(SCC(=O)NCc3ccco3)n2)cc1 | 7% | . | ? | -21% | -2% | -3 | -46%[inhibitor] | 0.2% | -73% | 3%
CC(C)c1nnc(NC(=O)C2CCCCC2)s1 | ? | -4%[46.1 µM] | ? | -1% | -1% | 2 | 4% | -0.1% | 27% | 2%
COc1ccc(C(=O)N(CN2CCCC2=O)c2cc(C)on2)cc1OC | -2% | 0% | 2% | -6% | -6% | -1 | -6% | -0.7% | -22% | -1%
CCc1c(C)c2ccc(OCC(=O)NCC3CCC(C(=O)O)CC3)cc2oc1=O (configuration not stated) | . | -1% | 11% | -8% | -2% | 4 | 0% | -0.2% | 14% | 7%
COc1ccc(/C=N/N(CCC(=O)NC(C)(C)C)C2=NS(=O)(=O)c3ccccc32)cc1 | -5% | -2% | ? | 6% | 3% | ? | 6% | -0.7% | -51% | -7%
CC1(C)Cc2ccccc2-c2nc3n(c(=O)c21)CCS3 | 0% | 2% | -16% | 9% | -8% | -2 | 5% | -0.7% | -4% | 1%
O=C(Nc1ccc2nc(-c3ccccn3)c(-c3ccccn3)nc2c1)N1CCOCC1 | -8% | 8% | 13% | -7% | -2% | -1 | 17% | 0.5% | -27% | -1%
COc1ccccc1CNC(=O)CCNS(=O)(=O)c1ccc2[nH]c(=O)oc2c1 | -2% | 2% | 1% | 21% | 0% | 9 | 28% | -0.1% | -2% | 18%
O=C1N/C(=N/N=C/c2ccc(O)cc2)SC1Cc1ccccc1 (configuration not stated) | 7% | 1% | ? | 2% | -4% | -5 | -45%[inhibitor] | -0.3% | 15% | 9%
CC1(C)CC(=O)C(Sc2ccc(Br)cc2)=C(O)C1 | -3% | 8% | -15% | 3% | 1% | -5 | -10% | 0.0% | -2% | 0%
N#Cc1cccnc1N1CCC(C(N)=O)CC1 | -4% | -1% | 0% | -4% | 0% | 1 | -13% | 0.2% | -1% | -2%
CCCCCc1nnc(NC(=O)c2cccc(S(=O)(=O)N3CCOCC3)c2)s1 | -9% | 5% | -19% | . | -8% | ? | ? | 0.1% | 15% | 4%
Clc1ccc(-c2csc(N/N=C/c3cccnc3)n2)c(Cl)c1 | 4% | 6%[46.1 µM] | -27% | 1% | 1% | 14 | -39% | -0.2% | -42% | -11%

Next structures
SMILES | p53 reactivation | TCR act | ELG1 DNA repair | MLL CXXC-DNA inh | TSG101-PTAP inh | TRPV1 ag | Integrin act MD | B2AR arrestin | BRCA1 expr up | A-T KAP1 phos
Cc1ccc(S(=O)(=O)N2CCCC2CNC(=O)C(=O)Nc2ccc(F)cc2F)cc1 (configuration not stated) | -3% | 3% | -21% | . | 25% | 21 | -19% | 0.3% | -48% | 7%
Cc1ccc(NC(=O)CCC(=O)NNS(=O)(=O)c2ccc(Cl)cc2)cc1C | -1% | 6% | -2% | 28% | 1% | 2 | 2% | -0.3% | -19% | 1%
COc1ccc(C(=O)NCCS(=O)(=O)NCc2cccs2)cc1 | -5% | 2% | ? | . | -5% | 12 | -14% | -0.9% | -2% | 2%
COc1ccc(S(=O)(=O)Nc2ccc(N3CCOCC3)cc2)cc1Br | 2% | 1% | -12% | 3% | -3% | 13 | -2% | -0.4% | -6% | 0%
O=C1C(Cc2ccccc2)Nc2ncnc(N3CCOCC3)c2N1Cc1ccc(Cl)cc1 (configuration not stated) | -2% | -2% | 9% | . | -3% | 1 | -6% | 0.1% | -17%&9% | 6%
COc1ccc(C(=O)N2CCN(c3ccccn3)CC2)cc1[N+](=O)[O-] | 8% | -9% | ? | 17% | 0% | -3 | 12% | -0.1% | 3% | 2%
CCNS(=O)(=O)c1ccc(NC(=O)c2ccccc2SCCOC)cc1 | -5% | 6% | -12% | -7% | -4% | -7 | -16% | ? | -12% | 10%
COC(=O)Cn1cnc2sc(C)c(S(=O)(=O)N3CCN(c4ccccc4OC)CC3)c2c1=O | -6% | 7% | ? | -4% | -6% | -1 | 17% | -0.2% | -26% | -10%
Cc1cc(-c2n[nH]c(=S)n2/N=C/c2sccc2C)n[nH]1 | -6% | -9%[46.1 µM] | 10% | 5% | -2% | 6 | 9% | 0.1% | -8% | -11%
CN(CC(=O)Nc1ccc(Cl)c(C(F)(F)F)c1)C(=O)Cc1ccsc1 | -3% | -6% | ? | . | 0% | 18 | -23% | -0.5% | -19% | 12%
COc1ccc(C)cc1NC(=O)CCNS(=O)(=O)c1cccc2nonc12 | -6% | 3% | -10% | 35%[activator] | -3% | 2 | 12% | -0.6% | -30% | -5%
COc1ccc(C(C(=O)NC2CCCC2)N(C(=O)c2ccco2)c2ccccc2OC)cc1 (configuration not stated) | 2% | 1% | -2% | 0% | -4% | 5 | 0% | -0.7% | -11% | 5%
COC(=O)CN1C(=O)N/C(=C/c2cc(OC)c(OC)cc2C)C1=O | 2% | 5% | 9% | 3% | -2% | 6 | -5% | 0.0% | 22% | 2%
O=C(O)/C=C/C(=O)OC1CC2CCC1C2 (configuration not stated) | 6% | -8% | ? | 9% | -6% | -3 | 0% | 0.0% | 2% | ?
CCN(CC)CCN1C(=O)C(=O)/C(=C(/O)c2cnn(-c3ccccc3)c2C)C1c1ccc(C)o1 (configuration not stated) | ? | -6% | ? | -17% | -4% | -3 | -15% | -0.1% | 41% | -1%
CC(=O)Nc1nc(C)cs1 | 0% | 1% | 10% | 7% | -4% | -2 | 0% | -0.2% | 2% | -3%
Cc1cc(C)c(Cn2cnc3ccccc32)c(C)c1 | -1% | . | -13% | -8% | -10% | 1 | ? | 0.0% | 15% | 3%
Cc1ccc(Cn2nc(C)c(NC(=O)C3CC3)c2C)cc1 | 3% | -3%[46.1 µM] | 12% | -2% | -14% | 2 | 10% | 0.8% | -7% | -1%
CCCCN(C)C(=O)c1nc2ccccn2c1CN1CCN(c2ncccn2)CC1 | 0% | 2% | 10% | 4% | -2% | -1 | 5% | -0.5% | -13% | -2%
CCN(CC)S(=O)(=O)c1ccc(S(=O)(=O)NCc2cccs2)cc1 | 0% | -17% | -16% | 7% | 0% | 11 | 16% | -0.1% | -23% | -7%
CC1CCC2(CC1)NC(=O)N(CC(=O)Nc1sc3c(c1C(N)=O)CCC3)C2=O (configuration not stated) | -3% | 3% | 10% | -13% | -5% | -2 | -29% | 0.0% | -30% | 5%
